APEX1 inh: APE1 (human) endonuclease inhibition. P27695. recombinant APE1, TAMRA/BHQ-2 abasic DNA cleavage fluorescence. Potency, µM (doses to about 65.8 µM), inactives show top-dose activity change, negative = inhibition, hits mostly inhibitors. 350,000 tested, 0.35% active;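 note: plate controls were vehicle for no effect and reference inhibitor for full effect; nearly all actives have a fitted effect of over 55% in size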
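Kinetic fluorescence read (525 ex/598 em nm, three reads 60 s apart) of AP-site incision; signal = third minus first read. Enzyme 0.75 nM, dual-labelled THF duplex 50 nM, compound preincubation 15 min RT.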
BLM helicase inh: Bloom syndrome helicase (human) inhibition; recombinant BLM DNA unwinding, fluorescence dequenching; P54132; 350,000 tested, 0.2% active; Potency, µM (titrated, usually from 56.1 µM), without a hit: top-dose activity change, negative = inhibition, actives largely listed as inhibitors;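 note: plate controls were vehicle for no effect and no enzyme for full effect; nearly all actives have a fitted effect of over 35% in size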
Target sequence (P54132 whole entry, looked up): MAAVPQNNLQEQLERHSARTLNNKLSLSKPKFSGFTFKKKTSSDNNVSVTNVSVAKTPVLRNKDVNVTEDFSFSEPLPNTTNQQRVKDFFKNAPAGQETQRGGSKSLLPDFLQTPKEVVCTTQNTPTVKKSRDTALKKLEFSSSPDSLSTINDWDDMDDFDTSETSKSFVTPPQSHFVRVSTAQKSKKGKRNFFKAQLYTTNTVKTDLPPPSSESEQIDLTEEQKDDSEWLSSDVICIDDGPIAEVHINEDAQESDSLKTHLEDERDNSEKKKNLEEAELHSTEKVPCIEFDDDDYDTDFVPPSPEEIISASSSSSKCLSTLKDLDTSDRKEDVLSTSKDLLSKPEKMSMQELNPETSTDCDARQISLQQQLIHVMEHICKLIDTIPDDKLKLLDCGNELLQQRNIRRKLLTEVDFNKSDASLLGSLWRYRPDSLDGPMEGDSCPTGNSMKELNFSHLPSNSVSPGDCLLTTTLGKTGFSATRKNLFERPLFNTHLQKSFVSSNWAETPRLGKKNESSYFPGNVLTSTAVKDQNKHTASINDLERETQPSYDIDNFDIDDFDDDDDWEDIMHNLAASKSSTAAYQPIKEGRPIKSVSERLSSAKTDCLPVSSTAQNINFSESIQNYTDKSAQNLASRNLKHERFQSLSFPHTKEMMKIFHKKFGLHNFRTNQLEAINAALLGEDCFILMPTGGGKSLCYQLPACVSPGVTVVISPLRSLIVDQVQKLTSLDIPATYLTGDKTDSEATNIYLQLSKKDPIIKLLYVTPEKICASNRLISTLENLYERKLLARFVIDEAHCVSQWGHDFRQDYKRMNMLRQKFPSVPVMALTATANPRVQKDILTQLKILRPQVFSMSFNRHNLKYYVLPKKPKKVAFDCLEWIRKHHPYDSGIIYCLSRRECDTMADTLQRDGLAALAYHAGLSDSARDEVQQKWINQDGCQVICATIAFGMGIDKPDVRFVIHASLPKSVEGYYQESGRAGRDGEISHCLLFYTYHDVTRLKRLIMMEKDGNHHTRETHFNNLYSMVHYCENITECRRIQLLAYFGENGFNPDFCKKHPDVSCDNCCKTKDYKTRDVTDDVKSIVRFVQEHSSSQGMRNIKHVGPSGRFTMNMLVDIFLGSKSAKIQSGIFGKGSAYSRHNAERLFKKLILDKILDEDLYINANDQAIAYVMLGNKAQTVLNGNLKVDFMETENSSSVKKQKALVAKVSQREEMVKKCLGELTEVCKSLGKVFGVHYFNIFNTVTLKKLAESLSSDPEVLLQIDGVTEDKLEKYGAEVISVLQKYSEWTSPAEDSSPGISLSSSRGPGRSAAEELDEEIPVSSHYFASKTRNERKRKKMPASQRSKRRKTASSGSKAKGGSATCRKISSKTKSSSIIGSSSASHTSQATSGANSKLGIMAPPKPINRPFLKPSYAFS
Starred values were filed as active, the others as inactive; ? = inconclusive; & = joins results of further samples; [ ] = remark or other dose. Calls come from the whole dose curve; as a rule, active = well fitted curve in the direction sought with a large enough effect; inconclusive = small, poorly fitted or top-dose-only effect, or another doubt; inactive = no such curve, though single readings can be large; an effect the other way counts as inactive or inconclusive. Potency is the fitted concentration of half-maximal effect. A portion of the library. The share of hits here may be higher or lower than overall.

SMILES	APEX1 inh	BLM helicase inh
CC(C)(C)OC(=O)NCCCCC1=CC2=CC(=O)C(C)(OC(=O)C3CCCC3)C(=O)C2=CO1 (stereo not given)	-5%	3%
COc1cccc([C@@H]2Oc3ccc(Br)cc3C(=O)[C@H]2OC(=O)Nc2ccc(C)c(Br)c2)c1	2%	-1%
CCOC(=O)CNC(=O)O[C@@H]1C(=O)c2cc(OC)ccc2O[C@H]1c1ccc(OC)c(Br)c1	1%	-8%
CC1(OC(=O)c2cnc3ccccc3n2)C(=O)C=C2C=C3CCCN3C=C2C1=O (stereo not given)	-2%[12.4 µM]	-3%[12.4 µM]
C[C@H](NC(=O)N1CCc2nc(COc3ccccc3)c3c(c2C1)CO[C@@H](C)C3)c1ccccc1	-4%[12.4 µM]	-7%[12.4 µM]
O=S(=O)(CCC(F)=C(F)F)c1nnnn1C1CCCCC1	15%	-2%
C=C/C1=C/Cc2ccccc2[C@H](C[N+](=O)[O-])C(C(C)=O)(C(=O)OC)C1 (stereo not given in full)	2%&0%	-2%&1%
CC(C)[C@@H](CC(=O)N[C@@H]1CCCC[C@H]1C(=O)N[C@H](CC(=O)N[C@@H](CCC(=O)O)CC(=O)O)Cc1ccccc1)NC(=O)C[C@H](Cc1c[nH]c2ccccc12)NC(=O)[C@@H]1CNCC[C@H]1N	2%	3%
CCC(=O)OC1(C)C(=O)C=C2C=C(CCCNC(=O)OC(C)(C)C)OC=C2C1=O (stereo not given)	17%	6%
C=CC[C@@](C(C)=O)(C(=O)OC)C(NC(=O)OC)c1ccccc1 (stereo not given in full)	?	2%
COC(=O)[C@H](COC(C)(C)C)NC(=O)O[C@H]1C(=O)c2ccc(OC)cc2O[C@@H]1c1ccc2c(c1)OCO2	0%	0%
CC#CCN1c2ccccc2[C@]23C[C@@H](C(=O)OC)N(S(=O)(=O)c4c(C)noc4C)C2=NC(C(=O)OC)=C(C(=O)OC)[C@H]13	-5%[12.4 µM]	-8%[12.4 µM]
COc1cccc([C@@H]2Oc3ccc(OC)cc3[C@H](O)[C@H]2O)c1	2%	1%
CC(C)C[C@@H](CC(=O)N[C@@H](CCCN)CC(=O)N[C@@H]1CCCC[C@H]1C(=O)N[C@H](CC(=O)N[C@@H](CCC(=O)O)CC(=O)O)CC(C)C)NC(=O)[C@@H]1CCCC[C@H]1N	-3%	3%
COc1cccc([C@@H]2Oc3ccc(Br)cc3C(=O)[C@H]2OC(=O)NCc2ccco2)c1	6%	-1%
CC(C)C[C@@H](CC(=O)N[C@@H](CCC(=O)O)CC(=O)O)NC(=O)[C@@H]1CCCC[C@H]1NC(=O)C[C@H](CCCN)NC(=O)C[C@H](Cc1c[nH]c2ccccc12)NC(=O)[C@@H]1CNCC[C@H]1N	3%	5%
COC[C@H]1OC=C[C@@H](OC)[C@@H]1OC	1%	2%
CC(C)[C@@H](CC(=O)N[C@@H]1CCCC[C@H]1C(=O)N[C@H](CC(=O)N[C@@H](CCC(=O)O)CC(=O)O)Cc1c[nH]c2ccccc12)NC(=O)C[C@H](Cc1c[nH]c2ccccc12)NC(=O)[C@@H]1CNCC[C@H]1N	2%	1%
CCCCCCCc1cc2ccccc2c(=O)o1	-2%	1%
COC(=O)[C@H](COC(C)(C)C)NC(=O)O[C@@H]1Cc2cc(Br)ccc2O[C@H]1c1cccc(OC)c1	2%	1%
COC(=O)C(C(=O)OC)C1c2ccccc2C=C(C)N1C(=O)OC (stereo not given)	9%[12.4 µM]	0%[12.4 µM]
COc1cccc(CS(=O)(=O)c2nnnn2-c2ccccc2)c1	0%	1%
C=CCC(C)(O)c1cccs1 (stereo not given)	0%	3%
COc1cc(NC(=O)O[C@@H]2C(=O)c3cc(Br)ccc3O[C@H]2c2ccc3c(c2)OCO3)cc(OC)c1OC	-10%	-2%
N#Cc1cccc(CS(=O)(=O)c2nc3ccccc3s2)c1	1%	-2%
COC(=O)[C@@H]1[C@@H](C)N(CCc2cc(OC)c(OC)c(OC)c2)C(=O)N[C@H]1c1ccccc1	-2%[12.4 µM]	2%[12.4 µM]
COCC1=C2c3ccccc3[C@H](C[N+](=O)[O-])C(C(=O)OC)(C(=O)OC)CC2C2C(=O)N(c3ccccc3)C(=O)C2C1 (stereo not given in full)	-2%&2%	3%&1%
C=CCOC(=O)NC(c1ccc(F)c(F)c1)C(C(=O)CCl)C(=O)OC (stereo not given)	-1%	2%
COc1ccc2c(c1)O[C@H](c1ccc3c(c1)OCO3)[C@@H](OC(=O)NCCOc1ccccc1)C2=O	1%	1%
CCN1CCC[C@@H]1CNC(=O)c1cc(S(N)(=O)=O)ccc1OC	-9%	-2%
CC#CCC1(C(=O)OC)C(=O)NC[C@H]1c1ccccc1 (stereo not given in full)	0%&0%&1%	-3%&6%&-1%
O=C(O)[C@H]1CCCN(CCC=C(c2ccccc2)c2ccccc2)C1	-3%	-2%
COc1ccc2c(c1)C(=O)[C@@H](OC(=O)NCCOc1ccccc1)[C@H](c1ccc(OC)c(Br)c1)O2	-4%	-3%
CC(C)(C)OC(=O)NCCCCC1=CC2=CC(=O)C(C)(OC(=O)CCc3ccccc3)C(=O)C2=CO1 (stereo not given)	-10%	-2%
COC(=O)C1=C(C(=O)OC)[C@@H]2N(Cc3ccccc3)c3ccccc3[C@@]23C[C@@H](C(=O)OC)N(C(=O)NCc2ccccc2)C3=C1	-6%	-4%
COC(=O)C1=C(C(=O)OC)[C@@H]2N(C)c3ccccc3[C@@]23C[C@@H](C(=O)OC)N(S(=O)(=O)c2c(C)noc2C)C3=N1	-5%[12.4 µM]	1%[12.4 µM]
CC(C)(C(O)c1ccc([N+](=O)[O-])cc1)[N+](=O)[O-] (stereo not given)	-4%	4%
COc1ccc2c(c1)C(=O)[C@@H](OC(=O)N[C@H]1CCCc3ccccc31)[C@H](c1ccc(OC)c(Br)c1)O2	-2%	-3%
C=CCOC(=O)N[C@H](/C(C(=O)OC)=C(\C)NCc1ccccc1)c1ccc(Br)cc1	18%	-13%
C[C@H]1Cc2c(-c3ccccc3)nc3c(c2CO1)CN(S(=O)(=O)c1ccc(C#N)cc1)CC3	-9%[12.4 µM]	0%[12.4 µM]
CCCCCCCC1=Cc2ccccc2C(CC(=O)c2ccccc2)N1C(=O)OC (stereo not given)	-7%[12.4 µM]	3%[12.4 µM]
O=CN/C=C/c1cc(F)cc(F)c1F	-3%	2%
CC1(OC(=O)c2cnc3ccccc3n2)C(=O)C=C2C=C(C3CC3)OC=C2C1=O (stereo not given)	-4%	-1%
CC/C=C\C/C=C\C/C=C\C/C=C\C/C=C\CCC(=O)O[C@H](COCCCCCCCCCCCCCCCC)COP(=O)([O-])OCC[N+](C)(C)C	2%	0%
CC1(O)C(=O)C=C2C=C(c3ccsc3)OC=C2C1=O (stereo not given)	1%	0%
CC(C)[C@@H](CC(=O)N[C@@H]1CCCC[C@H]1C(=O)N[C@H](CC(=O)N[C@@H](CCC(=O)O)CC(=O)O)Cc1c[nH]c2ccccc12)NC(=O)C[C@H](CO)NC(=O)[C@@H]1CCCC[C@H]1N	-2%	3%
COC(=O)C1=C(C(=O)OC)[C@@H]2N(C)c3ccc(OC)cc3[C@@]23C[C@@H](C(=O)OC)N(S(=O)(=O)c2ccc4c(c2)OCCN4C)C3=N1	10%[12.4 µM]	-5%[12.4 µM]
O=S(=O)(CCc1ccccc1)c1nnnn1-c1ccccc1	0%	1%
NCCC[C@@H](CC(=O)N[C@@H]1CCNC[C@H]1C(=O)N[C@H](CC(=O)N[C@@H](CCC(=O)O)CC(=O)O)Cc1ccccc1)NC(=O)C[C@H](Cc1ccccc1)NC(=O)[C@@H]1CNCC[C@H]1N	6%	0%
C[C@H]1Cc2c(COc3ccccc3)nc3c(c2CO1)CN(S(=O)(=O)c1ccc(Cl)c2nonc12)CC3	-3%[12.4 µM]	-13%[12.4 µM]
C=C(C)C(O)/C=C/c1ccc(C(F)(F)F)cc1 (stereo not given)	-1%&20%	3%&1%
C=C(COC)C1=CCC(C(=O)OC)(C(=O)OC)[C@@H](C[N+](=O)[O-])c2ccccc21	4%&-4%	0%&-1%
CC(C)(C)OC(=O)NCCCC1=CC2=CC(=O)C(C)(OC(=O)CCc3ccccc3)C(=O)C2=CO1 (stereo not given)	-8%&-4%	-4%&-5%
CCCCCCCCCCCCCCCC(=O)NCCCC(=O)O	0%	-2%
COc1ccc2c(c1)O[C@@H](c1ccc3c(c1)OCO3)[C@H](OC(=O)Nc1ccc(C)c(Br)c1)C2=O	0%	-1%
CC1(C)C[C@](C)(C(=O)c2ccccc2)C=C1c1ccccc1	-3%	2%
COc1ccc2c(c1)O[C@H](c1ccc3c(c1)OCO3)[C@@H](OC(=O)NCc1ccco1)C2=O	-12%	2%
Cc1ccc(C(=O)OC[C@H]2O[C@H](Cl)C[C@@H]2OC(=O)c2ccc(C)cc2)cc1	17%	2%
CC#CCN1c2ccccc2[C@]23C[C@@H](C(=O)OC)N(C(=O)COCc4ccccc4)C2=NC(C(=O)OC)=C(C(=O)OC)[C@H]13	-4%[12.4 µM]	-3%[12.4 µM]
CCCCS(=O)(=O)N1C2=NC(C(=O)OC)=C(C(=O)OC)[C@@H]3N(C)c4ccccc4[C@]23C[C@H]1C(=O)OC	-2%[12.4 µM]	2%[12.4 µM]

(listing goes on)
SMILES	APEX1 inh	BLM helicase inh
COc1cccc([C@@H]2Oc3ccc(OC)cc3C(=O)[C@H]2OC(=O)N[C@H]2CCCc3ccccc32)c1	3%	-16%
COC(=O)[C@H](COC(C)(C)C)NC(=O)O[C@@H]1C(=O)c2cc(OC)ccc2O[C@H]1c1cccc(OC)c1	-4%	1%
COC(=O)N[C@@H](CCc1ccccc1)[C@]1(C(C)=O)CCCC1=O	-4%	5%
COC(=O)C1(C(=O)OC)C/C=C\C/C=C\c2ccccc2[C@@H]1C[N+](=O)[O-]	-4%&-2%	0%&-5%
CC1(OC(=O)CCc2ccccc2)C(=O)C=C2C=C(c3ccc(C#N)cc3)OC=C2C1=O (stereo not given)	0%	-10%
CC(C)OC(=O)[C@@H]1CC[C@H](C)[C@@H](CCC[C@@H]2CC=C[C@H](CC#N)O2)O1	4%	-10%
CCCCCCCC/C=C\C/C=C\C=C\C(O)CCCC(=O)O (stereo not given)	17%	1%

Compound profiles, as listed above:
`CC1(OC(=O)CCc2ccccc2)C(=O)C=C2C=C(c3ccc(C#N)cc3)OC=C2C1=O` (stereo not given) as listed: APEX1 inh = 0%; BLM helicase inh = -10%
`CC(C)OC(=O)[C@@H]1CC[C@H](C)[C@@H](CCC[C@@H]2CC=C[C@H](CC#N)O2)O1` as listed: APEX1 inh = 4%; BLM helicase inh = -10%

Compounds shown so far with four or more nitrogen atoms, in the order listed:
SMILES	APEX1 inh	BLM helicase inh
O=S(=O)(CCC(F)=C(F)F)c1nnnn1C1CCCCC1	15%	-2%
CC(C)[C@@H](CC(=O)N[C@@H]1CCCC[C@H]1C(=O)N[C@H](CC(=O)N[C@@H](CCC(=O)O)CC(=O)O)Cc1ccccc1)NC(=O)C[C@H](Cc1c[nH]c2ccccc12)NC(=O)[C@@H]1CNCC[C@H]1N	2%	3%
CC#CCN1c2ccccc2[C@]23C[C@@H](C(=O)OC)N(S(=O)(=O)c4c(C)noc4C)C2=NC(C(=O)OC)=C(C(=O)OC)[C@H]13	-5%[12.4 µM]	-8%[12.4 µM]
CC(C)C[C@@H](CC(=O)N[C@@H](CCCN)CC(=O)N[C@@H]1CCCC[C@H]1C(=O)N[C@H](CC(=O)N[C@@H](CCC(=O)O)CC(=O)O)CC(C)C)NC(=O)[C@@H]1CCCC[C@H]1N	-3%	3%
CC(C)C[C@@H](CC(=O)N[C@@H](CCC(=O)O)CC(=O)O)NC(=O)[C@@H]1CCCC[C@H]1NC(=O)C[C@H](CCCN)NC(=O)C[C@H](Cc1c[nH]c2ccccc12)NC(=O)[C@@H]1CNCC[C@H]1N	3%	5%
CC(C)[C@@H](CC(=O)N[C@@H]1CCCC[C@H]1C(=O)N[C@H](CC(=O)N[C@@H](CCC(=O)O)CC(=O)O)Cc1c[nH]c2ccccc12)NC(=O)C[C@H](Cc1c[nH]c2ccccc12)NC(=O)[C@@H]1CNCC[C@H]1N	2%	1%
COc1cccc(CS(=O)(=O)c2nnnn2-c2ccccc2)c1	0%	1%
COC(=O)C1=C(C(=O)OC)[C@@H]2N(C)c3ccccc3[C@@]23C[C@@H](C(=O)OC)N(S(=O)(=O)c2c(C)noc2C)C3=N1	-5%[12.4 µM]	1%[12.4 µM]
CC(C)[C@@H](CC(=O)N[C@@H]1CCCC[C@H]1C(=O)N[C@H](CC(=O)N[C@@H](CCC(=O)O)CC(=O)O)Cc1c[nH]c2ccccc12)NC(=O)C[C@H](CO)NC(=O)[C@@H]1CCCC[C@H]1N	-2%	3%
COC(=O)C1=C(C(=O)OC)[C@@H]2N(C)c3ccc(OC)cc3[C@@]23C[C@@H](C(=O)OC)N(S(=O)(=O)c2ccc4c(c2)OCCN4C)C3=N1	10%[12.4 µM]	-5%[12.4 µM]
O=S(=O)(CCc1ccccc1)c1nnnn1-c1ccccc1	0%	1%
NCCC[C@@H](CC(=O)N[C@@H]1CCNC[C@H]1C(=O)N[C@H](CC(=O)N[C@@H](CCC(=O)O)CC(=O)O)Cc1ccccc1)NC(=O)C[C@H](Cc1ccccc1)NC(=O)[C@@H]1CNCC[C@H]1N	6%	0%
C[C@H]1Cc2c(COc3ccccc3)nc3c(c2CO1)CN(S(=O)(=O)c1ccc(Cl)c2nonc12)CC3	-3%[12.4 µM]	-13%[12.4 µM]

Source: PubChem (National Center for Advancing Translational Sciences (NCATS))
